Screens deposited in PubChem BioAssay by Broad Institute.
EWS-Fli inh = inhibitors of EWS/Fli oncoprotein transcriptional activity; A673 NR0B1-luciferase reporter, viability-normalised; inhibition, % at 12.6 µM; 0.67% of 350,000 active;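 active = mean inhibition of at least 50% after viability correction, with every replicate also passing that limit; inconclusive = mean reaches 50% but only one of two replicates passes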;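 note: firefly luciferase signal divided by Alamar Blue viability fluorescence both relative to DMSO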
S100A4 MyoIIA = inhibitors of human S100A4 binding to myosin IIA peptide; AID 652163; 0.14% of 360,000 active; inhibition, % at 10.7 µM; S100A4/TAMRA-MyoIIA peptide fluorescence polarization; P26447;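 active = mean inhibition of at least 70% across replicates, with every replicate also reaching that level; inconclusive = mean inhibition reaches 70% but some replicates fall short; inactive = mean inhibition below 70%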
Target sequence (P26447 whole entry, looked up): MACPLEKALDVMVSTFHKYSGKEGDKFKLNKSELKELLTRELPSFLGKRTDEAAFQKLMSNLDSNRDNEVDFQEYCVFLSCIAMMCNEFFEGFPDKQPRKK
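assay system = human S100A4 monomer with TAMRA-labelled myosin IIA peptide | also added = labelled myosin peptide probe, 5 nM | incubation = 5 min between mix addition and reading | control set = DMSO and TFP controls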
RAD54 branch = blocks human RAD54 Holliday junction branch migration | Q92698 | FAM/BHQ fluorescence | inhibition, % at 10.4 µM | 0.14% of 360,000 active;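 active = mean normalized replicate activity at least 40 and at least half of replicates scoring 40 or more; inconclusive = only one of the two criteria met; inactive = mean below 40 and under half of replicates reaching 40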;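 note: 0% = median of neutral control wells and 100% = median of positive control wells; inhibitors cause a drop in the FAM fluorescence signal; in these data hits start at about 50%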
esBAF inh = blocks esBAF chromatin remodeling in mouse ES cells; 2% of 350,000 active; Bmi1-luciferase knock-in reporter, 24 h; 100% = twice the neutral-well signal; reporter increase, % at 12.5 µM; in the data active = activation above about 40%; inconclusive = no clear call, values can overlap the other calls;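 note: 0% = median of the plate's neutral control wells and 100% = double that signal; a rise in the Bmi1 reporter signal indicates esBAF inhibition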
XiGFP reactiv = reactivates the inactive X chromosome in mouse fibroblasts; XiGFP mouse fibroblasts, % GFP-positive cells imaging, 3 d; cells co-treated with 5-aza-dC sensitizer; scaled so ellipticine positive control = 100%; activation, % at 7.58 µM; 0.055% of 360,000 active; AID 743238;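 active = mean normalized replicate activation at least 10% and every replicate at or above 10%; inconclusive = only one of the two criteria met; inactive = mean below 10% and not all replicates reach 10%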;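 note: 0% = median of on-plate neutral control wells and 100% = ellipticine 6 µM median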
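Schedule: 3 d treatment, 15 min room-temperature fixation; system: 68-5-11 XiGFP fibroblast line; buffer or medium: DMEM plus 5-aza-dC sensitizer; control set: ellipticine 6 µM positive control; compound: one concentration, pinned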
FN deposit inh = fibronectin deposition inhibition | AID 743247 | inhibition, % at 12.6 µM | AH1F fibroblasts, Alexa488-fibronectin deposition fluorescence, overnight | 0.086% of 350,000 active;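 active = mean inhibition across replicates of 30% or more, regardless of how many single replicates reach that level; inconclusive = mean under 30% yet at least half of replicates reach 30%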;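 note: positive control wells lacked labelled fibronectin entirely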
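Material: AH1F fibroblast monolayer depositing Alexa488-labelled fibronectin into matrix | Input: 10000 AH1F cells/well | Medium: DMEM plus 2% serum, read in PBS | Reagent: Alexa488-fibronectin, 24 nM final in well | Compound dosing: One dose per compound, pinned | Schedule: 1 h adhesion, overnight exposure | Measured by: Fluorescence at 485 nm excitation, 525 nm emission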
E-sel inducer = induces E-selectin expression in human endothelial cells; 0.37% of 260,000 active; HUVEC E-selectin immunofluorescence imaging; normalized: neutral wells 0, TNF-alpha wells 100; activation, % at 7.58 µM; P16581; AID 686992;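 active = mean E-selectin-positive cell signal at least 10% of the positive control, reached in at least 60% of replicates, without over 20% cell loss; inconclusive = no rule given, readout overlaps actives, possibly toxicity-flagged; inactive = the rest, including those meeting only one limit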;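 note: in these data hits start at about 27%; measured in HUVEC primary endothelial cells; signal is the percent of cells scored E-selectin positive by PE staining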
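Assay system: HUVEC, human umbilical vein endothelial cells / Amount: 3,000 HUVEC/well / Controls: TNF-alpha positive control, DMSO neutral control / Compound dosing: single concentration / Medium: EGM-2 over gelatin coat / Evaluation: percent E-selectin-positive cells / Signal: immunofluorescence imaging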
RAD52 inh = inhibitors of human RAD52 DNA annealing. P43351. recombinant RAD52 DNA annealing, FRET fluorescence. inhibition, % at 18.7 µM. 0.46% of 360,000 active. AID 651710;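 active = every replicate showing at least 50% inhibition; inconclusive = mean inhibition at least 50% but not in every replicate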
Target sequence (P43351 whole entry, looked up): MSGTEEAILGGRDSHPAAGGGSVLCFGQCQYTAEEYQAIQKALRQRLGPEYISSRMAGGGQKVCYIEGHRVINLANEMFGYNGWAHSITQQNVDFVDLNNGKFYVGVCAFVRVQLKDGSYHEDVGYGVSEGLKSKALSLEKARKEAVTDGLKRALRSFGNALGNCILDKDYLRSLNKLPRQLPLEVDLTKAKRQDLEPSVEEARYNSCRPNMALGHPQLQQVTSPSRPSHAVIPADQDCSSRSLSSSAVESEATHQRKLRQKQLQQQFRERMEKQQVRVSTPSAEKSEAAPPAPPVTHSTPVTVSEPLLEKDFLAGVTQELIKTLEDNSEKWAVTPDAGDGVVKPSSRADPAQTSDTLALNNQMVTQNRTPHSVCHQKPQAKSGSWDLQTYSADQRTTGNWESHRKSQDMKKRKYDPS
* hit, by the source's call; u = inconclusive; x = not tested or not shown.

SMILES	EWS-Fli inh	S100A4 MyoIIA	RAD54 branch	esBAF inh	XiGFP reactiv	FN deposit inh	E-sel inducer	RAD52 inh
CCC1CCCCN1C(=O)c1cc2cc(Br)ccc2oc1=O (stereo not given)	5	1	1	3	0.0	8	0.0	-5
CC1CN(C(=O)c2cccc(COc3ccccc3Cl)c2)CC(C)O1 (stereo not given)	-33	2	x	x	0.0	-5	u	-4
O=C(O)CC(C(=O)Nc1ccc(Cl)cc1Cl)C1CCCO1 (stereo not given)	-13	0	x	x	-0.2	-12	x	-12
C[C@@H]1CCCCO[C@H](CN(C)CC2CC2)[C@H](C)CN([C@@H](C)CO)C(=O)c2cc(NS(=O)(=O)c3ccccc3)ccc2O1	x	12	11	-6	0.5	x	-0.2	39
COc1ccc2c3c(n(C)c2c1)[C@@H](CO)N(C)CC31CN(S(=O)(=O)c2cn(C)cn2)C1	-7	18	x	x	0.2	x	-0.3	1
C[C@H]1CN([C@@H](C)CO)C(=O)c2cc(NC(=O)CCN3CCOCC3)ccc2O[C@@H]1CN(C)S(=O)(=O)c1ccccc1	-2	1	7	-6	-0.4	x	0.0	-3
Cc1cccc(NS(=O)(=O)c2ccccc2)n1	x	-5	-2	3	x	x	x	-10
CCOCCCNC(=S)NNC(=O)CCn1nc(C)c(Br)c1C	20	0	1	-4	x	x	x	0
Cc1ccccc1NC(=O)c1ccc(NC(=O)C2CC(=O)OC23CCCCC3)cc1 (stereo not given)	3	2	x	x	0.5	x	-1.5	-23
COc1cc(/C=C/C(=O)OCC(=O)NCc2ccco2)cc(OC)c1OC	4	4	x	x	0.2	0	x	-7
Cc1ccc(-c2ccc([C@H]3[C@H]4CN(C(=O)c5ccc(F)cc5)CCCCN4[C@H]3CO)cc2)cc1	3	6	-8	0	-0.1	x	-0.4	-10
C/C(=N\OCC(=O)N/N=C/c1ccccc1O)c1cccs1	x	x	-1	3	x	3	1.2	x
COc1ccc(S(=O)(=O)N(C)C[C@@H]2Oc3cc(C#CC4CC4)ccc3S(=O)(=O)N([C@H](C)CO)C[C@H]2C)cc1	31	-9	4	2	0.2	11	0.5	10
C=C(C)COc1ccc(-c2nc(N)ncc2-c2ccccc2OC)c(O)c1	12	-10	x	1	0.0	-5	x	-14
Cc1cc(C)c2c(CC(=O)N3CCCC3)coc2c1	-15	-6	-5	2	0.0	-3	x	-3
Cc1ccc(NC(=O)c2ccc(=O)n(CC(=O)Nc3c(C)cc(C)cc3C)n2)cc1	9	4	-2	-1	0.1	-1	x	-7
COc1ccc(C(C(=O)NC2CCCC2)N(C(=O)c2snc(C(N)=O)c2N)c2cc(C)ccc2OC)cc1OC (stereo not given)	11	3	-25	0	0.0	4	-0.2	1
CCOC(=O)c1sc2nc(NC(=O)C3CCCCC3)sc2c1C	-39	-1	6	-42	0.1	-6	0.5	-2
CCCC#Cc1cnc2c(c1)C(=O)N([C@@H](C)CO)C[C@@H](C)[C@@H](CN(C)C(=O)CCN1CCCCC1)O2	1	2	11	-2	-1.0	10	0.4	32
CCN1CCc2c(sc(NC(=O)C3CCCCC3)c2C(=O)OC)C1	-9	-3	1	-1	0.0	0	4.4	6
Cc1cc(C)n(CC(=O)NCc2ccccc2)c(=O)c1C#N	5	6	5	1	0.2	5	x	-2
CC(CN(C)Cc1nc(Cc2cccc(C(F)(F)F)c2)no1)CN1CCCC1 (stereo not given)	20	-9	x	x	0.0	-3	x	-4
C[C@@H]1CN([C@H](C)CO)C(=O)c2cccc(NS(=O)(=O)c3ccccc3)c2O[C@@H]1CN(C)Cc1ccc(C(F)(F)F)cc1	6	11	10	6	-0.1	x	-0.2	10
COc1ccccc1NC(=O)Cc1nnc(SCC(=O)NC2CCCCC2C)n1C (stereo not given)	x	0	-1	-4	0.0	-2	x	11
CCOC(=O)CNC(=O)C1Cc2ccccc2CN1S(=O)(=O)c1cccs1 (stereo not given)	-1	-2	x	x	0.3	-8	2.9	4
O=C(O)CCN1C(=O)c2ccc(NC(=O)Cc3ccc(Cl)cc3)cc2C1=O	7	-5	x	x	0.0	4	-1.6	-9
Cc1csc2nc(CNS(=O)(=O)c3ccc4c(c3)CCCC4)cn12	12	-1	-5	14	-0.1	-10	x	-5
Cc1ccccc1-c1ccccc1[C@@H]1[C@H](C#N)N(C(=O)c2cccc(F)c2)[C@H]1CO	2	7	x	x	0.2	-7	0.0	10
CC1CN(c2ccccc2)CCN1Cc1nc(Cc2ccccc2)no1 (stereo not given)	4	1	1	4	0.1	-1	5.4	-20
CCCC[C@@H]1CNCCN1CCCc1cc(OC)c(OC)c(OC)c1	-14	-21	-9	-3	-0.1	-4	0.0	-11

3 entries from above, bar-delimited.
Molecule | EWS-Fli inh | S100A4 MyoIIA | RAD54 branch | esBAF inh | XiGFP reactiv | FN deposit inh | E-sel inducer | RAD52 inh
Cc1cc(C)n(CC(=O)NCc2ccccc2)c(=O)c1C#N | 5 | 6 | 5 | 1 | 0.2 | 5 | x | -2
Cc1ccccc1-c1ccccc1[C@@H]1[C@H](C#N)N(C(=O)c2cccc(F)c2)[C@H]1CO | 2 | 7 | x | x | 0.2 | -7 | 0.0 | 10
CCOC(=O)CNC(=O)C1Cc2ccccc2CN1S(=O)(=O)c1cccs1 (stereo not given) | -1 | -2 | x | x | 0.3 | -8 | 2.9 | 4

(next part)
SMILES	EWS-Fli inh	S100A4 MyoIIA	RAD54 branch	esBAF inh	XiGFP reactiv	FN deposit inh	E-sel inducer	RAD52 inh
CN1c2ccc(-c3ccc(C#N)cc3)cc2[C@@H]2[C@@H](CCN2C(=O)CC2CC2)[C@H]1CO	-1	-11	12	-3	0.0	16	-0.7	-6
COCCn1c(-c2ccc(C)cc2)nc2c(c(=O)c3ccccc3n2C)c1=O	1	0	x	4	0.0	2	4.1	-26
Cc1nn(C)cc1CNC(=O)C1C2CCC(C2)C1C(=O)O (stereo not given)	9	-2	x	x	0.0	-9	x	-7
Cc1cc(Br)cn2c(Cc3ccccc3)c(C3CCCCC3)nc12	13	3	x	x	0.0	9	0.1	-10
O=C(CSc1nc2ccccc2o1)Nc1nc2c(s1)CCCC2	44	-1	2	-20	4.4	7	-0.4	-127
CC(=O)NC1CC2CCCC(C1)N2C(=O)Nc1cccc(C(C)=O)c1 (stereo not given)	10	-3	-5	-10	0.0	-4	x	-11
COc1ccc(-c2ccc([C@H]3[C@@H](CO)N4CCCCN(C(=O)c5ccc(F)cc5)C[C@@H]34)cc2)cc1	x	1	1	x	0.3	x	0.0	-24
COc1ccc(N2CCOCC2)c(NC(=O)c2cccnc2)c1	x	-1	-7	-5	0.2	x	0.6	-1
O=C(O)c1nccnc1C(=O)Nc1ccc(Cl)cc1Cl	5	0	-3	-6	0.2	-1	0.0	2
C[C@@H]1CN([C@H](C)CO)C(=O)c2cccc(NS(=O)(=O)c3ccccc3)c2O[C@H]1CN(C)C(=O)Nc1ccccc1	-8	-6	0	0	-0.9	2	x	8
CCN(CC)CCn1c(=N)n(CC(O)COc2ccccc2)c2ccccc21 (stereo not given)	-8	3	-6	x	1.3	2	x	2
CSCC[C@H](NC(=O)c1cccc(S(=O)(=O)N2CCCCCC2)c1)c1nc2ccccc2[nH]1	14	-4	x	9	0.0	-6	x	-46
CCc1nn(CC(=O)N2CCC(C(N)=O)CC2)c(=O)c2cc3occc3n12	x	8	-5	-13	0.1	7	0.3	-3
Cc1ccc(CN2CCN(Cc3ccccc3)C(CCO)C2)s1 (stereo not given)	3	-3	x	x	0.2	-26	x	-7
Cc1cccc(S(=O)(=O)N(C)C[C@H]2OCc3ccccc3-c3ccccc3C(=O)N([C@@H](C)CO)C[C@@H]2C)c1	-9	1	-3	6	0.1	11	-0.6	14
CCCC(=O)Nc1cccc(Oc2ccc3c(c2)C(=O)NC3=O)c1	1	-26	-9	9	0.1	-1	x	-2
CN(CC(=O)Nc1ccccc1Cl)C(=O)COC(=O)/C=C/c1cccc(C(F)(F)F)c1	-2	10	-3	4	-0.1	-2	-0.2	-12
CO[C@H]1CN(C)C(=O)c2cc(NC(=O)Nc3ccccc3F)ccc2OC[C@H](C)N(C(C)=O)C[C@H]1C	2	3	-10	0	0.5	8	0.5	2
C[C@@H]1CCCCO[C@H](CN(C)S(=O)(=O)c2ccc(Cl)cc2)[C@H](C)CN([C@@H](C)CO)C(=O)c2cc(NS(=O)(=O)c3ccccc3)ccc2O1	9	-9	x	x	0.4	-3	-0.2	25
O=C(CSc1nc2ncccc2[nH]1)Nc1c(F)cc(F)cc1Br	-5	-13	-4	-6	0.1	-4	-1.0	-5
CCCCN1C(=O)C(CC(=O)NCCN2CCOCC2)CC(C(=O)N(C)C)=C1C (stereo not given)	-8	8	-3	3	0.1	11	0.0	-8
Cc1cc(C)n(C2CC(=O)N(c3ccc(C)c(Cl)c3)C2=O)n1 (stereo not given)	6	8	4	-11	0.0	3	-0.2	-3
CCCN1C[C@H](C)[C@@H](OC)CN(C)C(=O)c2cc(NC(=O)Nc3cccc(OC)c3)ccc2OC[C@H]1C	-4	x	x	-2	-0.2	-11	-0.1	x
CC(C)NC(=O)COC(=O)/C=C/c1ccc(F)cc1	1	-2	x	x	0.0	1	x	0
CCCC#Cc1ccc([C@@H]2[C@H]3CN(Cc4cccnc4)CCCCN3[C@H]2CO)cc1	-1	2	3	-1	0.2	x	-0.3	-2
Cc1noc(C)c1NC(=O)N(C)C[C@@H]1Oc2c(NS(=O)(=O)c3ccc(F)cc3)cccc2C(=O)N([C@@H](C)CO)C[C@@H]1C	-4	9	-8	-5	0.1	x	6.7	6
Cc1ccc(C(=O)NCCC(=O)Nc2ccccc2C)cc1	10	-26	-2	-4	0.1	-1	0.5	-12
Cc1ccc(S(=O)(=O)N(C)C[C@H]2OCCCC[C@H](C)Oc3ccc(NC(=O)Nc4c(C)noc4C)cc3C(=O)N([C@@H](C)CO)C[C@@H]2C)cc1	-4	12	2	-2	0.1	3	x	-13
N#CCC(=O)N/N=C\c1cccc(OC/C=C/c2ccccc2)c1	-42	-7	-12	2	0.2	-14	x	-20
Cc1ccc(NC(=O)c2cc(-c3ccc(C)c(C)c3O)n[nH]2)cc1C	1	-8	1	-10	0.3	3	-0.1	-5
O=C(Nc1ccc(NC(=O)c2cccs2)cc1)c1ccc2c(c1)OCCO2	38	1	x	-47	0.0	5	-0.5	-7
O=C(NCC1CCCO1)c1ccc(Br)o1 (stereo not given)	5	25	-4	-5	0.3	-13	0.1	7
O=C(c1ccco1)N1CCN(Cc2cc(=O)c(OCc3cccc(F)c3)co2)CC1	3	8	4	-1	0.0	-9	-0.3	-9
CCOC(=O)c1cc(-c2csc(COc3ccccc3Cl)n2)on1	9	11	x	x	0.2	-5	1.9	-20
